# Screening data: PubChem BioAssay, The Scripps Research Institute Molecular Screening Center
# ARFGAP1 inh: inhibits rat ARF GTPase activating protein 1; Arfgap1-stimulated ARF1 GTP hydrolysis, GDP FP detection; 360,000 tested, 0.26% active; inhibition, % at 16.5 µM; Q62848;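 active = inhibition above a per-plate limit, mean inhibition of low control wells plus 3 SD, cut at about 25% in these data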;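 note: 0% = DMSO wells with enzyme and 100% = wells lacking Arfgap1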
# Target sequence (Q62848 1-136 limits assumed): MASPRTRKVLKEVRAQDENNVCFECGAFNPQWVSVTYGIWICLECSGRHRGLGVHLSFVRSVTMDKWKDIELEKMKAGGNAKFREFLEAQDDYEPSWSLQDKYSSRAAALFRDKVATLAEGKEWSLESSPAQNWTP
#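 Material: rat Arfgap1 GAP domain (His6, aa 1-136), purified enzyme. Also added: human ARF1(Δ1-17)-GTP substrate. Compound dosing: 16.5 µM single point, 1.26% DMSO. Timing: enzyme reaction 120 min at 25 °C after 20 min preincubation. Signal: GDP detection by fluorescence polarization. Read-out basis: percent inhibition of GAP-stimulated GDP formation, scaled between DMSO and no-Arfgap1 medians.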
# UHRF1 MBD2 ctr: UHRF1 methyl-DNA binding inhibition; Q96T88; UHRF1 binding to methylated oligo, TR-FRET; inhibition, % at 4.4 µM; 370,000 tested, 0.75% active; AID 687016; in the data active = inhibition above about 21%;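 note: UHRF1 SRA domain binding a hemimethylated CpG hairpin DNA probe; 0% = median of test compound wells and 100% = reference inhibitor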
# PLC-beta3 inh: PLC-beta3 (human) inhibition, primary screen; Q01970; Purified PLC-beta3, fluorogenic substrate, fluorescence; inhibition, % at 12.2 µM; 370,000 tested, 0.18% active; AID 720704; in the data active = inhibition above about 11%;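 note: 0% = median of compound wells on plate and 100% = full blocker control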
# DDE Tn7 FP inh: DD(E)-Tn7 binding inhibition, primary FP screen | P02675 | FP displacement of FITC-Tn7 peptide from fibrin DD(E); 0% = median of compound wells per plate | inhibition, % at 8.3 µM | 370,000 tested, 0.13% active;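 active = inhibition above the mean of compounds falling within the control limits plus 3 SD of them, cut at about 14% in these data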;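 note: 0% = plate median of compound wells and 100% = 10 µM Aha-Tn7 peptide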
#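 Assay system: Human fibrin DD(E) protein | Medium: Tris buffer with calcium and detergent, pH 7.8 | Reagent: 0.1 µM fluorescent Tn7 | Compound dosing: Single point at 8.3 µM | Times: 10 min preincubation, 3 h with tracer, room temperature | Detection: Fluorescence polarization of the labelled Tn7 tracer | Controls: Aha-Tn7 high control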
# MBD2 inh: inhibitors of human MBD2 binding to methylated oligonucleotide. TR-FRET. inhibition, % at 4.4 µM. 370,000 tested, 0.31% active. Q9UBB5; in the data active = inhibition above about 13%
# Target sequence (Q9UBB5 whole entry, looked up): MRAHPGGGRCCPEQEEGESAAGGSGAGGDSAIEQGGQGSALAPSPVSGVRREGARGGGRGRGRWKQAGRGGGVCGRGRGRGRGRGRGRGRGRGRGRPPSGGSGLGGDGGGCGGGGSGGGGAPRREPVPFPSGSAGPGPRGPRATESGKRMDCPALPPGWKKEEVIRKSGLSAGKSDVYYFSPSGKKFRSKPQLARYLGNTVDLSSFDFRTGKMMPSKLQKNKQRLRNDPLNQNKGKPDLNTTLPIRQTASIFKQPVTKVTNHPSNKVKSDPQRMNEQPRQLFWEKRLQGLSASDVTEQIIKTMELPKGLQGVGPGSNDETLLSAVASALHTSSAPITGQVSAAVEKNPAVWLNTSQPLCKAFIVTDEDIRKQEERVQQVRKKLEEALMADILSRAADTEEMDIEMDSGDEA
# ASAP1 GAP inh: inhibitors of human ASAP1 ArfGAP activity; inhibition, % at 16.5 µM; Q9ULH1; AID 624377; 360,000 tested, 0.19% active; ASAP1-stimulated ARF1 GTP hydrolysis, GDP FP detection; in the data active = inhibition above about 25%;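 note: 0% = vehicle with enzyme and substrate and 100% = no enzyme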
# DDE Tn6 FP inh: disrupts Tn6 cyclic peptide binding to fibrin D-Dimer-E complex; 370,000 tested, 0.21% active; AID 720509; inhibition, % at 8.3 µM; Fibrin DD(E) TRITC-Tn6 fluorescence polarization displacement;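 active = inhibition above a per-campaign cutoff: mean of compounds within control limits plus 3 SD, cut at about 15% in these data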;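 note: 0% = median of all compound wells on the plate and 100% = blocking peptide control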
# KLK7 zymogen act: activates the human kallikrein-7 zymogen; P49862; purified proKLK7, EDANS-DABCYL substrate fluorescence; 100% is mature enzyme control, 0% vehicle; activation, % at 7 µM; 370,000 tested, 0.9% active; AID 652039;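 active = activation above the mean of all tested compounds plus 3 SD, computed per campaign excluding outliers beyond control limits, cut at about 13% in these data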
# Target sequence (P49862 whole entry, looked up): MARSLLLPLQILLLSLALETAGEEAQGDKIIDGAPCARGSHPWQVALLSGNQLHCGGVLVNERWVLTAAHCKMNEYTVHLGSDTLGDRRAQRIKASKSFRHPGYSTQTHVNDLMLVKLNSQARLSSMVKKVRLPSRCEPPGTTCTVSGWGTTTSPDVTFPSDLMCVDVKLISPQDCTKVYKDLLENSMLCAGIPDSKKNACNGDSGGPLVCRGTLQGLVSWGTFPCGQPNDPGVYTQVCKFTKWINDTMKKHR
# PLCg1 inh: blocks human PLC-gamma1 enzyme activity; P19174; purified PLC-gamma1, fluorogenic substrate, fluorescence; inhibition, % at 12.2 µM; 370,000 tested, 0.84% active; in the data active = inhibition above about 9.5%
# ADAM17 inh: inhibits human ADAM17 | inhibition, % at 6.95 µM | 370,000 tested, 0.83% active | P78536 | AID 720648 | recombinant ADAM17, EDANS/DABCYL FRET peptide cleavage;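 active = inhibition above the mean of compounds lying between control limits plus 3 SD, set per campaign, cut at about 8.5% in these data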;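 note: 0% = DMSO-only wells as the low control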
# The depositor's hits bear a star; i = inactive; / = no result given; & = joins results of further samples.
SMILES,ARFGAP1 inh,UHRF1 MBD2 ctr,PLC-beta3 inh,DDE Tn7 FP inh,MBD2 inh,ASAP1 GAP inh,DDE Tn6 FP inh,KLK7 zymogen act,PLCg1 inh,ADAM17 inh
CCN(CC(=O)NCc1cccs1)C(=O)c1ccc(-c2ccc(F)cc2)o1,3,5,-19,1,-1,-7,-7,0.5,-16,-5
CC(=O)Nc1ccc(NC(=O)C(C)OC(=O)/C=C/c2cccs2)cc1 (stereo unspecified),1,1,1,-11,2,12,1,-0.6,2,-4
CCc1ccc(NC(=O)C2CCN(S(=O)(=O)c3c(C)noc3/C=C/N(C)C)CC2)cc1,2,-1,-11,-6,1,-13,-4,-2.3,-3,0
COc1cc(/C=C/C(=O)c2ccc3c(c2)OCCO3)cc(OC)c1OC,-1,2,-20,-4,8,1,6,1.1,-15,-2
Cc1cc(C)c[n+](-c2nc3ccccc3nc2[N-]S(=O)(=O)c2ccc(Br)s2)c1,-2,-1,-20,-1,-2,4,4,-0.2,-14,-2
O=C(Nc1ccccc1C(=O)O)c1ccc(Cl)c(S(=O)(=O)N2CCOCC2)c1,-2,-2,-3,4,4,-10,6,-0.2,-4,-4
O=C(Nc1ncc(Cc2ccc(C(F)(F)F)cc2)s1)c1ccc(-c2cccc([N+](=O)[O-])c2)o1,0,0,3,-9,-7,1,6,-1.0,8,6
CCN(CC)CCNC(=O)C1CCN(S(=O)(=O)N2CCCCC2)CC1,3,1,-1,5,0,3,2,-0.1,3,-1
Cc1ncoc1C(=O)N1CCCC(C(=O)Nc2cccc(-c3ccc(F)cc3)c2)C1 (stereo unspecified),7,2,-6,-6,-1,-4,-3,0.3,5,3
COc1cc(C(F)(F)F)nc2ccc(C#CCOC(=O)Nc3ccccc3)cc12,1,21*,-10,-2,5,18,-4,-0.1,-1,-2
O=C(NNC(=S)NCc1ccc(Cl)cc1)c1ccc2c(c1)OCO2,9,-2,-10,-2,-1,11,-2,0.0,-3,2
Cc1ccc(S(=O)(=O)N2CCN(C(=O)Cc3ccsc3)CC2)c(C)c1,6,0,-6,-4,-3,-6,2,-0.3,1,-3
O=C(c1ccccn1)N1CCN(C(=O)c2ccccn2)CC1,0,1,0,7,3,0,5,-0.4,-1,-3
CCc1cccc(C)c1NC(=O)CO/N=C(\N)CC(=O)NC1CCCCC1,-5,-2,-2,-8,2,-3,-3,0.2,-1,0
CCN(CC)c1ccc2c(C)cc(=O)oc2c1,6,-4,i,-4,3,-10,3,27*,i,i
CC(C)(C)c1ccc(-c2noc(-c3ccc4c(c3)CCO4)n2)cc1,6,25*,-1,-3,0,-5,4,0.3,5,-1
CCCc1nc2ccccc2c(=O)n1CC(=O)c1ccccc1,4,4,-4,9,0,4,-4,0.0,-3,-6
CCCn1c(N)c(C(=O)CSc2nc3ncc(Cl)cc3[nH]2)c(=O)n(C)c1=O,-7,-1,-5,2,0,7,3,0.4,0,-2
CN(C(=O)c1ccc(-c2nn(C)c(=O)c3ccccc23)cc1)c1ccccc1,-12,-1,-1,1,1,1,1,-0.2,0,-4
Cc1c(/C=C(\C#N)C(=O)NCc2ccccc2)cc(C#N)n1C,3,-2,1,-3,2,11,-2,-0.1,1,-1
O=C(CN1C(=O)c2ccccc2C1=O)Nc1ccc(S(=O)(=O)N2CCOCC2)cc1,-4,0,2,-2,2,1,-1,-0.1,-3,1
N/C(=N\OC(=O)/C=C/c1ccccc1)c1ccc(Cl)cc1,2,2,0,0,-5,-6,2,-0.1,2,-5
Cn1cccc1C(=O)NC(=O)CSc1nc2ccccc2s1,10,0,-7,0,-1,-2,0,-0.3,-1,-4
CC(=O)Nc1ccc(NC(=O)C(C)OC(=O)CCN=C2NS(=O)(=O)c3ccccc32)cc1 (stereo unspecified),-6,0,-4,-3,0,-3,1,-0.6,-2,-2
O=C(Cc1ccc(S(=O)(=O)N2CCOCC2)s1)NCC1CCCCC1,5,4,3,-8,3,11,1,-1.1,2,1
COc1ccc(OCCNC(=O)CCCO)cc1,0,2,-3,-6,4,-9,0,-0.2,1,0
Cc1nnc(NC(=O)C(C)Sc2nnc(CCNC(=O)c3ccccc3F)n2C)s1 (stereo unspecified),4,-1,-5,-4,3,1,5,0.3,-1,-3
CCNc1nc(N)nc(Oc2ccc(OCc3ccccc3)nn2)n1,13,3,5,0,-2,2,4,-0.8,7,3
CC(=O)c1ccccn1,0,-1,4,1,0,-4,2,0.5,4,2
CCN(c1ccccc1)S(=O)(=O)c1ccc(OC)c(NC(=O)Cc2ccccc2OC)c1,9,3,-6,-8,2,1,-3,0.7,-3,7
COCCN1CN=C(Nc2nc3ccccc3s2)NC1,6,-1,0,3,-5,-2,-1,0.8,3,-3
O=C(N/N=C/c1cccc(OCc2ccccc2)c1)c1cccs1,3,-3,-7,1,3,-1,-16,0.7,-9,2
CCCc1nc2ccc(C)cn2c1Cc1ccccc1C(F)(F)F,-13,24*,-23,-1,10,-11,3,0.6,-13,-8
C/C(N)=C(/C#N)C(=O)COC(=O)c1ccncc1,16,3,-2,-10,-4,-2,1,0.6,0,1
Cc1ccccc1OCCC(=O)OCC(=O)NC(C)c1ccccc1 (stereo unspecified),-2,3,-4,7,2,5,4,0.2,-1,-5
CCOC(=O)/C(=C/C=C/c1ccccc1)NC(=O)c1ccccc1,-2,1,-5,10,1,0,5,-0.1,-4,-4
CC(CN1CCC(n2nccc2NC(=O)c2ccccc2Cl)CC1)c1ccccc1 (stereo unspecified),4,-2,-4,0,1,5,-6,0.1,0,2
c1cn2c(NC3CCCCC3)c(-c3ccc(SC4CCCCC4)cc3)nc2cn1,11&2,-2&-5,-356,2&4,-4&3,-9&7,11&2,-8.9&-3.6,-245,-9&-20
O=C(COc1ccccc1F)Nc1nnc(-c2ccncc2)s1,-1,-2,-17,3,-7,7,-4,0.8,-14,-25
CCOc1ccc(NC(=O)C/C(C)=N/NC(=O)Cc2cccs2)cc1,5,-4,-8,0,-4,-2,4,0.3,-1,0
Cc1cc(C)cc(N2C(N)=NC(N)=NC2c2cccc(Cl)c2)c1 (stereo unspecified),3,-1,1,-1,0,2,1,-0.8,7,-3
O=C(c1ccc(Cl)c(S(=O)(=O)N2CCOCC2)c1)N1CCN(Cc2ccccc2)CC1,3,-1,4,-3,-2,-3,-7,-0.3,0,-2
CC(=O)Nc1cccc(NC(=O)C(=O)NCC(c2ccco2)N2CCc3ccccc3C2)c1 (stereo unspecified),2,-3,-7,-3,-1,9,3,0.4,1,0
O=C(/C=C/c1ccccc1)NCC(=O)N/N=C/c1cccs1,6,-3,-4,3,-1,0,2,0.2,4,-4
CCC[C@H]1[C@@H](N)CC[C@@]23CCCN2C(=O)CCC[C@@H]13,/,2,1,-10,2,/,4,/,7,1
CN1CCN(C(=O)C2=C[C@H](c3ccc4c(c3)OCO4)C[C@H](OCc3ccc(CO)cc3)O2)CC1,-7,-2,-2,-3,-1,0,7,0.0,-2,0
O=C(NCC(=O)N1CCN(c2ccccc2F)CC1)c1ccco1,-4,1,-4,6,-3,3,3,-0.6,-1,-1
COc1ccc(NC(=O)N2CCCc3cc(C)ccc32)c(OC)c1,13,-3,-9,6,-2,1,5,-0.3,-1,-4
Cc1cc(C)c(S(=O)(=O)Nc2cccc(-n3cnnn3)c2)c(C)c1,-3,4,1,10,-4,-12,-2,-0.1,1,3
CCCC1=Nc2cc(C(=O)NCCN3CCOCC3)ccc2Sc2ccccc21,3,-1,-7,-2,-2,-7,2,0.3,0,1
O=C(Cn1sc2ccccc2c1=O)Nc1ccc(Br)cc1,9,6,-4,-2,6,10,4,0.2,0,-7
Cc1[nH]c2ccccc2c1/C=N/Nc1ccc([N+](=O)[O-])cc1S(=O)(=O)Nc1ccc(Cl)cc1,2,12,-5,7,8,-1,4,0.7,4,0
COc1ccccc1N1CCN(C(=O)CCCn2c(=O)[nH]c3ccsc3c2=O)CC1,7,0,6,-7,-1,-1,3,-0.1,6,0
COC(=O)[C@]12C[C@H](CC(=O)N3CCOCC3)C(=O)N(CCC3=CCCCC3)C1=C[C@H](C(C)C)O[C@@H]2C1CC1,/,-3,4,1,4,/,10,-0.1,-1,1
